Assay outcomes (PubChem)
TRHR agonist: TRH receptor (human) agonism; 360,000 compounds, 0.18% hits; TRHR cells, calcium flux fluo-8, FDSS agonist mode; P34981; AID 493084; activation, % at 2 µM; in the data active means activation above about 30%; further: 0% is about no effect
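TRHR-expressing cells loaded with fluo-8 calcium dye; 23 nL library compound pin-transferred, kinetic FDSS fluorescence (Ex 480/Em 530) recorded about 180 s for agonist-induced calcium release, before a 10 nM TRH EC20 addition for potentiator mode.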
12-LOX inh: blocks human arachidonate 12S-lipoxygenase; P18054; purified 12hLO, xylenol orange hydroperoxide absorbance; Potency, µM (titrated, usually from 108 µM), for inactives: top-dose activity change, negative = inhibition, usual class: inhibitors; 580,000 compounds, 1.1% hits; AID 1671190; further: potency means the concentration at half of the fitted maximal effect; on the % scale 0 is the no-effect control and ±100 the full control effect
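Purified human 12hLO at 150 nM in 25 mM Hepes, 0.01% Triton X-100, pH 7.0, preincubated 15 min at room temperature with compound. Reaction started with 40 uM arachidonic acid, 30 min at room temperature. Hydroperoxide measured by Fe-xylenol orange, 573/405 nm absorbance ratio.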
POLK inh: blocks human DNA polymerase kappa activity | AID 588579 | Potency, µM (series often up to 107 µM), for the others: at the highest dose activity, negative = inhibition, most hits filed as inhibitors | Q9UBT6 | 400,000 compounds, 0.53% hits | purified Pol kappa, fluorescent DNA synthesis assay, 10 min; further: potency means the concentration at half of the fitted maximal effect; on the % scale 0 is the no-effect control and ±100 the full control effect
Target sequence (Q9UBT6 whole entry, looked up): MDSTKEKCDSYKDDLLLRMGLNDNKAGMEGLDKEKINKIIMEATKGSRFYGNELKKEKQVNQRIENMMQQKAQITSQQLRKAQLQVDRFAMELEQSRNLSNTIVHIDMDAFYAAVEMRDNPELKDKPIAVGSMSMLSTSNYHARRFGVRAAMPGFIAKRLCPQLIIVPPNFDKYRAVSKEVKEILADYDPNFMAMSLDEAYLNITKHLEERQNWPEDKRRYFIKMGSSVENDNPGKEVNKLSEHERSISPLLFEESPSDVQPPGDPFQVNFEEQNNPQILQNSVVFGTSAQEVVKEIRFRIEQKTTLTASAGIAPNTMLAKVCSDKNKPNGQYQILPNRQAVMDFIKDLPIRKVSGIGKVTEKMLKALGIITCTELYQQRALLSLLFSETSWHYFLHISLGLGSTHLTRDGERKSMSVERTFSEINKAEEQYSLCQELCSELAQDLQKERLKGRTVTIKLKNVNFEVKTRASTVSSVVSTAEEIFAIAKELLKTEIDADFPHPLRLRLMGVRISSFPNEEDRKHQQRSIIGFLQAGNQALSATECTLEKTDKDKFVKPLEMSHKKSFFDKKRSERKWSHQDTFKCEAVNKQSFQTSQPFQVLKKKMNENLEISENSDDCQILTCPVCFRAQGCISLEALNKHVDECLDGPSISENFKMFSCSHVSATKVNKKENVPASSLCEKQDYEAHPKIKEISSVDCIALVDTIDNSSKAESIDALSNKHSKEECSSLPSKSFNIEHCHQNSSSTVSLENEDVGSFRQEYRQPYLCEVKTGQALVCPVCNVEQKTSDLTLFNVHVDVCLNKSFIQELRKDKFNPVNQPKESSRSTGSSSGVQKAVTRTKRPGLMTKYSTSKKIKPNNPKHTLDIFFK
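10 nM Pol kappa was preincubated with compounds for 15 min at room temperature. Reaction started with 50 nM (final) substrate. Fluorescence read kinetically at 0 and 10 min.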
BLM inh: Bloom syndrome helicase (human) inhibition | P54132 | recombinant BLM DNA unwinding, fluorescence dequenching | Potency, µM (titrated, usually from 56.1 µM), for inactives: at the highest dose activity change, negative = inhibition, most hits filed as inhibitors | 350,000 compounds, 0.2% hits | AID 2528;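 further: potency means the concentration at half of the fitted maximal effect; plate controls were vehicle for no effect and no enzyme for full effect; nearly all actives have a fitted effect of over 35% in size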
Anesthetic bind: candidate novel general anesthetic via apoferritin binding | P02791 | apoferritin/1-aminoanthracene competitive binding, fluorescence | Potency, µM (doses to about 77.5 µM), for the others: top-dose activity change, negative = displacement, usual class: inhibitors | 350,000 compounds, 0.074% hits; further: potency means the concentration at half of the fitted maximal effect; on the % scale 0 is the no-effect control and ±100 the full control effect; nearly all actives have a fitted effect of over 20% in size
Target sequence (P02791 2-175 limits assumed): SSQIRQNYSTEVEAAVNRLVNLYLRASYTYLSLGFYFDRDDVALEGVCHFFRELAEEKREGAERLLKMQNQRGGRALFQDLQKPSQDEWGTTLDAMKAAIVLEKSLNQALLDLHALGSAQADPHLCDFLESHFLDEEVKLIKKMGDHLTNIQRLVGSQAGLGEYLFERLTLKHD
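Read-out: endpoint 1-AMA fluorescence, excitation 380 nm and emission 535 nm, after compounds sit 10 min at room temperature with 10 uM horse-spleen apoferritin in 50% saturated 1-AMA/PBS. Values come from four-parameter Hill fits.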
ERG Ets-DNA blk: ERG Ets/DNA interaction inhibition. Potency, µM (doses to about 76.9 µM), for inactives: at the highest dose FP activity, negative = inhibition, hits mostly inhibitors. 370,000 compounds, 0.028% hits. fluorescence polarization, His-ERG Ets domain / labelled DNA. AID 624246; active means well fitted inhibition curve with a large enough effect in the polarisation, with a control signal flat; inconclusive means small, poorly fitted or top-dose-only effect, or effect the other way, or a change in a side signal; inactive means no such curve, though single readings can be large or run the other way; the % refers to the polarisation;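 further: polarization taken with two DNA probes labelled with fluorescein and Texas red; potency means the concentration at half of the fitted maximal effect; % of control where 0% means no effect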
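His-tagged ERG Ets domain (1 uM in the protein solution; 300mM KCl, 50mM Tris-HCl, 1mM EDTA, 1mM DTT, pH 7.5) received compound, then a probe mix of 5 nM fluorescein-DNA and 100nM Texas-615-DNA. Fluorescence polarization was read for both dyes.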
POLI inh: blocks human DNA polymerase iota activity | Q9UNA4 | Potency, µM (titrated, usually from 115 µM), inactives show at the highest dose activity, negative = inhibition, most hits filed as inhibitors | AID 588590 | 390,000 compounds, 1% hits | Pol iota fluorescent replication assay, 10 min; further: potency means the concentration at half of the fitted maximal effect
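Fluorescent replication assay read twice, at 0 min and 10 min after adding 50 nM (final) substrate. Enzyme (10 nM) and compounds were first incubated 15 min at room temperature; enzyme-free buffer wells were negative controls.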
POLB inh: inhibitors of human DNA polymerase beta; P06746; Pol beta primer extension/strand displacement, fluorescence kinetic; Potency, µM (titrated, usually from 114 µM), for the others: at the top dose activity change, negative = inhibition, hits mostly inhibitors; 340,000 compounds, 1.3% hits; AID 485314; further: potency means the concentration at half of the fitted maximal effect; on the % scale 0 is the no-effect control and ±100 the full control effect
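Pol beta (10 nM) was preincubated with compound for 15 min at room temperature. The reaction was then started with 50 nM substrate and read immediately and after a further 10 min at room temperature.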
APE1 inh: APE1 (human) endonuclease inhibition; AID 2517; 350,000 compounds, 0.35% hits; Potency, µM (titrated, usually from 65.8 µM), for the others: at the top dose activity change, negative = inhibition, hits mostly inhibitors; recombinant APE1, TAMRA/BHQ-2 abasic DNA cleavage fluorescence;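 further: potency means the concentration at half of the fitted maximal effect; plate controls were vehicle for no effect and reference inhibitor for full effect; nearly all actives have a fitted effect of over 55% in size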
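Incision of a quenched TAMRA/BHQ-2 THF abasic-site duplex (50 nM) by 0.75 nM APE1, after 15 min compound preincubation, measured as fluorescence increase over three 60 s reads. Values normalized to buffer, DMSO and NSC13755 control wells.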
Starred values were filed as active, the others as inactive; ? = inconclusive; . = not tested or not shown; & = joins results of further samples; [ ] = remark or other dose. Unless noted, the call rests on the fitted dose curve; in most records, active means well fitted curve in the direction sought with a large enough effect; inconclusive means small, poorly fitted or top-dose-only effect, or another doubt; inactive means no such curve, though single readings can be large; an effect the other way counts as inactive or inconclusive.

structure	TRHR agonist	12-LOX inh	POLK inh	BLM inh	Anesthetic bind	ERG Ets-DNA blk	POLI inh	POLB inh	APE1 inh
CCN1CCN(c2ccc(S(=O)(=O)N3CCOCC3)cc2NC(=O)c2ccc(C)cc2C)CC1	0.8	295%[activator]	3%	.	.	13%	?	.	6%
Cc1cc(=O)c(C(=O)O)c(C)n1-c1ccccc1	.	-18%	-10%	.	.	10%	64%[activator]	.	.
COc1ccccc1NS(=O)(=O)c1cc(NC(=O)Nc2cccc(C)c2)ccc1N1CCCCC1	0.1	-22%	-7%	-9%	-7%	-8%	17%	13%	-4%
O=C(NC1CCCCC1)C(c1ccc(O)c(O)c1)N(C(=O)Cn1nnc2ccccc21)c1cccc(O)c1 (stereo not drawn)	0.1	?	-5%	-12%	-11%	-8%	-6%	?	-11%
Cc1cc(Cl)ccc1Oc1ccccc1C(=O)CC#N	-0.2	?	-14%	-11%	-20%	-7%	-25%	4%	-8%
COc1ccccc1C1=NOC(CN2C(=O)c3ccccc3S2(=O)=O)C1 (stereo not drawn)	0.1	3%	-7%	0%	6%	-1%	-21%	-2%	4%
c1ccc2c(C3=NNC(=NC4CC4)SC3)c[nH]c2c1	-0.3	-2%	-6%	0%	4%	5%	-12%	-12%	1%
CS(=O)(=O)n1nc(-c2cccnc2)nc1NCc1ccccc1	0.2	-3%	-8%	-4%	-5%	8%	52%[activator]	10%	3%
CN1CCN(c2ccc(S(=O)(=O)N3CCCCC3)cc2NC(=O)COc2ccc(F)cc2)CC1	0.5	?	-10%	.	.	0%	36%[activator]	.	26%
Cc1ccc(S(=O)(=O)c2cn(C)c3cc(N4CCOCC4)c(F)cc3c2=O)c(C)c1	-0.4	-6%	-15%	-2%	-10%	0%	-20%	15%	.
CCN1C(=O)CSc2ccc(C(=O)NCc3ccco3)cc21	-0.1	7%	-13%	-1%	-10%	-6%	-8%[58.9 µM]	4%	-5%
O=C(Nc1ccc2oc(-c3ccc4ccccc4c3)nc2c1)c1cccc(Cl)c1Cl	0.5	-9%	-4%	-2%	-3%	10%	-3%	-7%	.
[O-]/C(=C(\C(=S)NCCN1CCOCC1)[n+]1ccccc1)c1ccc(Cl)s1	-0.4	-15%	-16%	-7%	-15%	7%	15%	-4%	3%
CC(C(=O)N1CCOCC1)N1C(=O)c2ccccc2C1=O (stereo not drawn)	0.1	0%	-6%	0%	35%[activator]	-21%	13%	3%	-11%
Cc1ccc(NC2=CC(=O)CC(c3ccc(Cl)cc3)C2)cc1 (stereo not drawn)	0.1	-11%	0%	0%	-6%	-4%	6%	1%	-2%
CC(C)CCN1C(Nc2ccccc2)=NC[C@@H]1CC(C)C	0.9	1%	-2%	2%	-6%	6%	14%	8%	17%
O=S(=O)(Nc1ccc(Br)cc1)c1cccc2cccnc12	0.3	2%	-1%	0%	-20%	-10%	-15%	1%	15%
CCOc1ccc(N(CC(=O)N/N=C/c2cc(Br)c(C)o2)S(C)(=O)=O)cc1	0.3	27%	5%	1%	-11%	2%	88%[activator]	-22%	5%
N#C/C(=C\c1cccc(Oc2ccc(C(F)(F)F)cc2[N+](=O)[O-])c1)c1nc2ccccc2[nH]1	0.6	0%	-21%	-16%	-23%	-6%	51%[activator]	10%	0%
COc1ccc(C)cc1NC(=O)NC(C)c1ccncc1 (stereo not drawn)	0.5	-7%	-13%	1%	-9%	1%	31%	15%	4%
CCCCNC(=O)C1CC(=O)N(CCC(C)C)C1 (stereo not drawn)	-0.2	1%	-2%	-1%	-2%	-2%	7%	29%	1%
CCOC(=O)c1sc(NS(=O)(=O)c2ccccc2)nc1C	0.3	4%[57.4 µM]	0%	1%	-6%	.	-8%	60%	2%
Cn1c(C(=O)N2CCN(C(=O)c3ccco3)CC2)cc2c(=O)n3ccccc3nc21	-3.1	-2%	-26%	-7%	746%[activator]	13%	12%	0%	3%
CCCC(=O)N(c1ccc(OC)cc1)C1C=CS(=O)(=O)C1 (stereo not drawn)	-0.1	-3%	-12%	-4%	34%[activator]	.	1%	13%	3%
CCOC(=O)C(C)n1cnc2c(cnn2-c2ccc(Cl)cc2)c1=O (stereo not drawn)	-1.9	4%	8%	-6%	2%	4%	5%	16%	-5%
Cc1nn(Cc2ccccc2)c(C)c1CCC(=O)O	0.2	55%[activator]	-5%	-1%	-1%	-10%	7%	-2%	12%
O=C(Nc1ccc(Cl)cc1)c1nc[nH]c1C(=O)NCCCCNC(=O)c1[nH]cnc1C(=O)Nc1ccc(Cl)cc1	.	3%	-22%	.	.	-7%	7%	.	1%
COc1ccc(-n2c(=S)[nH]c3cc(C(=O)N4CCN(c5ccccc5)CC4)ccc3c2=O)cc1	0.0	-9%	-13%	-4%	-10%	15%	27%	13%	34%
CN(CC(=O)Nc1cccc(F)c1)C(=O)COc1ccc2c(c1)CCC2	.	-8%	-4%	.	.	-3%	16%	.	-7%
COc1ccc(C2/C=C\CN(S(=O)(=O)/C=C/c3ccccc3)CC(=O)N2Cc2ccc(F)cc2)cc1 (stereo not drawn)	-0.6	1%	15%&-14%	-7%&5%	-13%&-12%	2%	26%&4%	3%	-4%&-10%

One compound at a time, from the list above:
`CN(CC(=O)Nc1cccc(F)c1)C(=O)COc1ccc2c(c1)CCC2` reads TRHR agonist = .; 12-LOX inh = -8%; POLK inh = -4%; BLM inh = .; Anesthetic bind = .; ERG Ets-DNA blk = -3%; POLI inh = 16%; POLB inh = .; APE1 inh = -7%
`CC(C)CCN1C(Nc2ccccc2)=NC[C@@H]1CC(C)C` reads TRHR agonist = 0.9; 12-LOX inh = 1%; POLK inh = -2%; BLM inh = 2%; Anesthetic bind = -6%; ERG Ets-DNA blk = 6%; POLI inh = 14%; POLB inh = 8%; APE1 inh = 17%
`Cc1cc(Cl)ccc1Oc1ccccc1C(=O)CC#N` reads TRHR agonist = -0.2; 12-LOX inh = ?; POLK inh = -14%; BLM inh = -11%; Anesthetic bind = -20%; ERG Ets-DNA blk = -7%; POLI inh = -25%; POLB inh = 4%; APE1 inh = -8%

More results follow:
structure	TRHR agonist	12-LOX inh	POLK inh	BLM inh	Anesthetic bind	ERG Ets-DNA blk	POLI inh	POLB inh	APE1 inh
COc1ccc(N(C)S(=O)(=O)c2cccc(C(=O)NCC3CCCO3)c2)cc1 (stereo not drawn)	-1.0	13%	-23%	0%	?	3%	-2%	-1%	-5%
O=S(=O)(c1ccccc1)c1nnn2c1nc(NCc1ccc(Cl)cc1)c1sccc12	0.1	-25%	2%	-1%	4%	-2%	26%	25%	.
CCOc1ccc(CCNC(=O)COC(=O)c2cc(OC)cc(OC)c2)cc1OCC	-0.9	13%	-1%	3%	-4%	4%	92%[activator]	10%	-3%
COc1cc2sc3ccc(C#Cc4ccc(N)cc4)cc3c(=O)c2cc1OC	.	-12%	10%	.	.	2%	1%	.	.
Cc1c(C(=O)Nc2nc3ccccc3[nH]2)oc2ccc(Br)cc12	0.3	-1%	-16%	1%	-3%	-2%	1%	1%[57.1 µM]	-4%
Cc1nc(SCc2ccc(OCCC(C)C)cc2)n[nH]1	2.6	3%	-14%	-9%	?	-2%	-6%	15%	6%
COC(=O)C(CCC(C(=O)OC)N1C(=O)c2ccccc2C1=O)N1C(=O)c2ccccc2C1=O (stereo not drawn)	.	-3%	-2%	.	.	8%	-2%	.	.
Cc1ccc(NC(=O)CNc2ccccc2N2CCCC2=O)cc1S(=O)(=O)N1CCOCC1	-0.5	?	-6%	.	.	-8%	?	.	8%
COc1ccc(-c2cc(C(=O)Oc3ccc(Br)cc3)c3ccccc3n2)cc1	0.7	-9%	4%	-7%	-9%	-1%	41%[activator]	25%	.
CCOc1ccc(S(=O)(=O)N2CCCCC2)cc1NC(=O)CCNC(=O)c1ccco1	-0.3	-8%	-3%	.	.	-2%	10%	.	-1%
CC(C)CC(=O)Nc1ccc(C(=O)COC(=O)C2CC(=O)N(Cc3ccccc3)C2)cc1 (stereo not drawn)	0.8	10%	-7%	.	.	-2%	-22%	.	-2%
Cc1ccc(C)c(NCC(O)c2ccccc2)c1 (stereo not drawn)	0.1	0%	-2%	0%	?	10%	55%[activator]	38%	-1%
CCNC(=S)Nc1ccc(OC(F)(F)F)cc1	-0.2	?	-6%	-6%	-11%	0%	-14%	0%	-3%
COc1ccc2oc(C(=O)OCC(=O)N3CCN(S(=O)(=O)c4ccc(C)cc4)CC3)c(C)c2c1	-0.2	455%[activator]	-3%	-8%	-2%	16%	-10%	-1%	-5%
Nc1ncnc2c1ncn2[C@@H]1O[C@H](CNCc2cccn2-c2nccs2)[C@@H](O)[C@H]1O	.	.	9%	.	.	4%	16%	.	15%
O=C(CSC1=NS(=O)(=O)c2cc(Cl)ccc2N1)Nc1ccccc1C(F)(F)F	-0.1	-18%	-4%	.	.	17%	-10%	.	32%

Arranged by the number under ERG Ets-DNA blk (highest first): 3 of the compounds above.
| canonical_smiles | TRHR agonist | 12-LOX inh | POLK inh | BLM inh | Anesthetic bind | ERG Ets-DNA blk | POLI inh | POLB inh |
| --- | --- | --- | --- | --- | --- | --- | --- | --- |
| O=C(CSC1=NS(=O)(=O)c2cc(Cl)ccc2N1)Nc1ccccc1C(F)(F)F | -0.1 | -18% | -4% | . | . | 17% | -10% | . |
| COC(=O)C(CCC(C(=O)OC)N1C(=O)c2ccccc2C1=O)N1C(=O)c2ccccc2C1=O (stereo not drawn) | . | -3% | -2% | . | . | 8% | -2% | . |
| CCOc1ccc(CCNC(=O)COC(=O)c2cc(OC)cc(OC)c2)cc1OCC | -0.9 | 13% | -1% | 3% | -4% | 4% | 92%[activator] | 10% |

A portion of the library; rates above refer to the full screens.
